# SENP7 block = blocks the human protease SENP7; hit rate 1.5% among 330,000; AID 434973; inhibition, % at 5 µM; recombinant SENP7, Z-RLRGG-aminoluciferin luminescence, 40 min;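 active = inhibition above about 50% at the single test dose, limit read from the data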;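 also: plate controls were DMSO with enzyme for no effect and no enzyme buffer wells for full effect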
# SENP1 FRET inh = blocks the human SENP1 SUMO protease catalytic domain; Q9P0U3; recombinant SENP1 catalytic domain, CyPet-SUMO1-YPet FRET cleavage; inhibition, % at 10 µM; hit rate 0.21% among 360,000; AID 624204;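 active = inhibition at least 30% at 10 µM, raw YFP signal under a set limit, fluorescence ratio 0.5 to 1.5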;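 also: 0% = enzyme with DMSO and 100% = no enzyme wells; some results filed as inactive read as strong as hits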
#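 Compound: 10 µM single point, 0.5% DMSO; Test system: hSENP1 catalytic domain, recombinant; Timing: 50 min reaction at room temperature; Technique: FRET, CFP and YFP emission; Control set: no-enzyme wells low, DMSO-plus-enzyme wells high control.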
# PfGluPho inh = PfG6PD (Plasmodium falciparum) enzyme inhibition; hit rate 0.78% among 350,000; inhibition, % at 20 µM; PfGluPho enzyme, NADPH resazurin-diaphorase fluorescence;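 active = inhibition reaching at least a set limit at 20 µM in the primary screen, cut at about 59% in these data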;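 also: 0% = DMSO wells with substrate and 100% = DMSO wells lacking glucose-6-phosphate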
# SENP8 block-1 = inhibitors of human SENP8 protease; Q96LD8; purified SENP8, Z-RLRGG-aminoluciferin cleavage, luminescence; inhibition, % at 10 µM; hit rate 1.2% among 330,000; AID 2540; in the data active = inhibition above about 50%
# Target sequence (Q96LD8 whole entry, looked up): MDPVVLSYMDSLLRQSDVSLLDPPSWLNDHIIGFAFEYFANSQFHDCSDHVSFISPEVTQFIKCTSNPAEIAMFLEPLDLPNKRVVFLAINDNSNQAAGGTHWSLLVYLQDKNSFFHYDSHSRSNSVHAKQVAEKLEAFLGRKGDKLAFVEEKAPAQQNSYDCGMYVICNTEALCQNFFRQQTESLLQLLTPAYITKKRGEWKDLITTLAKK
# Apaf-1 inh = inhibitors of human Apaf-1 apoptosome | O14727 | reconstituted apoptosome caspase-3 activity, DEVD-Rh110 fluorescence | inhibition, % at 20 µM | hit rate 0.71% among 330,000 | AID 489030; active = inhibition of at least 40% at 20 µM;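 also: plate controls were DMSO wells for no effect and DEVD-CHO caspase inhibitor wells for full effect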
#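 Assay system – apoptosome proteins · Medium – Hepes buffer, pH 7.5 · Also added – cytochrome c with DEVD-Rh110 · Timing – 30 min compound preincubation, 50 min activation, room temperature · Detection – Rh110 fluorescence, excitation 480 nm, emission 540 nm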
# HKDC1 inh = inhibitors of human hexokinase HKDC1; Q2TB90; recombinant HKDC1, G6PDH/diaphorase resazurin coupled fluorescence; inhibition, % at 20 µM; hit rate 0.16% among 340,000; AID 493160;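 active = inhibition above about 35% when tested at 20 µM, limit read from the data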;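 also: plate controls were DMSO wells with enzyme for no effect and DMSO wells lacking enzyme for full effect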
# Target sequence (Q2TB90 whole entry, looked up): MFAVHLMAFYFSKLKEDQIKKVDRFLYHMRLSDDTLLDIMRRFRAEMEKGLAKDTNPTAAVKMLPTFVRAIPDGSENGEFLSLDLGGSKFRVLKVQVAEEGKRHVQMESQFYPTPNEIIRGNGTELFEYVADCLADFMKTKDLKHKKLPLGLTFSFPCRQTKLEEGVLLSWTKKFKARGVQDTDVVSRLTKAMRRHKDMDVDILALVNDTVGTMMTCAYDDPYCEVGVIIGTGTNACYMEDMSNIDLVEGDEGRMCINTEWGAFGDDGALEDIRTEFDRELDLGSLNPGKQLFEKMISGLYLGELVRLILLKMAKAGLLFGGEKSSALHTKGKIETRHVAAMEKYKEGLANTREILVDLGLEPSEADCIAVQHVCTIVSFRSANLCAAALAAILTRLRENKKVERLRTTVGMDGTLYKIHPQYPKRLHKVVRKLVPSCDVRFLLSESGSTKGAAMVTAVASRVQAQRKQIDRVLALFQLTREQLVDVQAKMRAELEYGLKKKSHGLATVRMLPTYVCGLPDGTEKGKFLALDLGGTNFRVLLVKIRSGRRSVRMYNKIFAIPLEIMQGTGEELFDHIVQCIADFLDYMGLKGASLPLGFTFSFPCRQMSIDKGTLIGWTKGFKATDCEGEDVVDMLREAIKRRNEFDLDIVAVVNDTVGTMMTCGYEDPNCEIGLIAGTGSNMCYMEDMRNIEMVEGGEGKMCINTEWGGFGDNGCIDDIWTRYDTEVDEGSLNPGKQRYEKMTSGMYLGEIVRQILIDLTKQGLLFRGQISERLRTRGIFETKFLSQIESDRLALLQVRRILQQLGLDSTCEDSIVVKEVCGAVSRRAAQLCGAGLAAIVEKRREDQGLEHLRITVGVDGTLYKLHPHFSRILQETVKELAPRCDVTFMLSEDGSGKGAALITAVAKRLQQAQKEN
#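 System: Recombinant HKDC1 hexokinase | Amount: HKDC1 at 5 µg/mL | Reagent: Glucose with 1 mM ATP | Doses: Single 20 µM dose | Incubation: Reaction time 90 min, room temperature, protected from light | Signal: Coupled resazurin fluorescence, excitation 525 nm, emission 613 nm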
# SENP6 inh = inhibitors of human SENP6 protease; hit rate 1.8% among 330,000; inhibition, % at 10 µM; Q9GZR1; Recombinant SENP6 catalytic domain, aminoluciferin luminescence;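 active = inhibition above about 50% at the single tested dose, limit read from the data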;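 also: plate controls were DMSO wells with enzyme for no effect and DMSO wells lacking enzyme for full effect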
# SENP8 block-2 = SENP8 (human) protease inhibition; recombinant SENP8, Nedd8 substrate fluorescence; inhibition, % at 20 µM; hit rate 0.64% among 360,000; AID 602440; in the data active = inhibition mostly above about 40%, no sharp cut-off; inactive = mostly below about 27%
# Starred values were filed as active, the others as inactive; . = not tested or not shown; & = joins results of further samples.
SMILES,SENP7 block,SENP1 FRET inh,PfGluPho inh,SENP8 block-1,Apaf-1 inh,HKDC1 inh,SENP6 inh,SENP8 block-2
CC[C@@]12C(=O)N(c3cccc(Cl)c3)C(=O)N1[C@H](c1cccc(C)c1)[C@@H]1C(=O)N(Cc3ccccc3)C(=O)[C@@H]12,-7,1,19,5,15,3,8,2
O=C(NNC(=O)c1cccs1)c1ccc(Cl)c([N+](=O)[O-])c1,1,1,-2,3,-12,-6,20,2
CN(C)c1oc(-c2ccccc2Cl)nc1P(=O)(c1ccccc1)c1ccccc1,0,-1,-3,0,30,0,-12,-311
O=[N+]([O-])c1ccc(-c2cc(-c3ccncc3)nc3ccc4ccccc4c23)cc1,.,2,-9,.,.,-4,.,14
CCN(CC)S(=O)(=O)c1ccc2c(c1)nc(CCC(=O)OCc1c(C)noc1C)n2C,-16,-2,-16,-8,17,-4,-28,16
COCc1cc(=O)[nH]c2c1c(-c1ccccc1)nn2C,2,-1,-9,-8,-5,5,-12,-62
COc1cccc(NC(=O)COC(=O)c2c(C)nn(-c3ccccc3)c2C)c1,74*,1,-3,65*,10,-1,76*,10
O=C(c1cccn(Cc2ccc(C(F)(F)F)cc2)c1=O)N1CCOCC1,-6,1,-11,-6,-1,8,1,4
COc1ccc(CC(=O)NC(C)CCc2ccccc2)cc1 (stereo not drawn),10,4,-9,2,2,-6,-20,10
c1cnc(N2CCN(Cc3ccc4c(c3)OCO4)CC2)nc1,5&3,0&2,4&-2,5&10,-7&-10,-6&-3,-5&-6,0&7
COc1ccc(NC(=O)c2ccc3c(c2)S(=O)(=O)c2ccccc2C3=O)cc1,-11,3,-4,9,3,-7,2,28
Cc1ccc(S(=O)(=O)Nc2ccc(-c3nnc(SCC#N)n3C)cc2)cc1,-4,-1,-12,-10,-1,1,-25,16
O=C(COc1ccccc1)NCc1ccc(-n2cccc2)cc1,2,1,2,0,15,-7,8,7
Cc1nn(C)c(C)c1NC(=O)CSc1nnc(C)n1-c1ccccc1,7,1,-14,8,-8,-3,-4,11
Cc1ccc(-c2cc3c(n2-c2ccc(C(=O)O)cc2)CCCC3=O)cc1,0,-1,-6,-4,2,-5,-6,-1
O=C(CCn1nc(-c2ccc(Cl)cc2)ccc1=O)NCc1cccnc1,4,2,-5,6,-17,-13,6,-10
CCC(=O)c1ccc(OCC(=O)OCC(=O)N(C)CC(=O)Nc2ccc(F)cc2)cc1,13,1,-5,-4,-1,-4,-14,-2
O=C(COC(=O)/C=C/c1cccc(F)c1)NC1CCCCCC1,1,1,9,0,10,-4,-14,1
COc1cccc(N2C(=O)CC(N3CCN(C(=O)c4ccco4)CC3)C2=O)c1 (stereo not drawn),-10,2,-10,-6,0,-3,-1,11
Fc1ccc(NC(=S)Nc2cccc3cnccc23)cc1,77*,-2,32,89*,95*,17,98*,-100
CCOc1ccc(C(=O)CN2CCN(S(=O)(=O)c3ccc(Cl)cc3)CC2)cc1,-5,-5,11,1,13,7,10,8
CCn1c(SCC(=O)N/N=C/c2ccncc2)nc2ccccc21,2,-2,-6,-2,-4,4,-10,25
COCCNC(=O)C1CCC(Cn2c(=S)[nH]c3ccccc3c2=O)CC1 (stereo not drawn),-11,0,-5,-9,-1,1,6,21
COc1ccc(N2CCN(C3CCCN(Cc4ccc(F)cc4Cl)C3)CC2)cc1 (stereo not drawn),1,2,-13,0,5,-2,-24,10
CCn1c(COc2ccccc2C)nnc1SCC(=O)NC1CCCC1,0,1,-15,-7,-3,-2,5,7
COc1cc(CC(=O)OCC(=O)NC2CC2)cc(OC)c1OC,9,3,4,6,4,-12,6,14
N#C/C(=C\c1ccc(OC(=O)c2ccc(Br)s2)cc1)c1nc2ccccc2[nH]1,.,-31,-15,.,.,18,.,-410
O=C(CNC(=O)c1ccc(Cl)c([N+](=O)[O-])c1)OCN1C(=O)c2ccccc2C1=O,-1,0,1,4,7,-2,-2,18
COc1ccc(NC(=O)CC(C)NCCCN2CCCC2=O)cc1 (stereo not drawn),5,1,-20,6,2,-5,18,8
Cc1snc2sc(C(=O)c3ccc(F)cc3)c(N)c12,23,-38,-2,22,-16,-6,40,17
O=S(=O)(Cc1cc(Cl)nc(-c2ccncc2)n1)c1ccccc1,-4,1,1,-2,3,3,-9,18
COC(=O)C(C)Oc1ccc2c3c(c(=O)oc2c1)CCCCC3 (stereo not drawn),1,3,22,-9,-4,1,-2,-289
Cc1ccc(N(CC(=O)Nc2ccc3c(c2)OCCO3)S(=O)(=O)c2c(C)n[nH]c2C)cc1,-3,2,-1,0,4,-3,-8,5
CCCc1nnc(SCC(=O)NC2CC2)n1C,1,-3,-6,5,-5,-5,17,0
Cn1c(N2CCCCC2)cc(=O)n(C)c1=O,-11,2,-11,-11,7,-1,-32,15
CC(NS(=O)(=O)c1ccc(Cl)cc1)C(=O)OCC(=O)Nc1ccc(N(C)C)cc1 (stereo not drawn),7,3,22,10,3,1,13,5
COc1ccccc1-n1c(SCC(=O)N(C)C2CCS(=O)(=O)C2)nc2ccccc2c1=O (stereo not drawn),-5,1,9,-5,-12,-12,-4,9
Cc1ccc(C)c(Cn2nnc3c(=O)[nH]c(C(=O)Nc4ccc(F)cc4)nc32)c1,-6,1,-10,-8,18,7,2,12
N#C/C(=C\c1ccc(F)cc1)c1n[nH]c(Cn2cncn2)n1,-3,-1,-1,-3,3,-4,-4,-139
CC(=O)N[C@@H](Cc1c[nH]c2ccccc12)C(=O)OCc1ccc(C#N)cc1,5,2,6,4,2,-6,0,1
COc1ccc(C2=NOC(C(=O)N3CCN(c4ccccc4OC)CC3)C2)cc1 (stereo not drawn),7,1,-2,7,-3,-2,-8,16
COC(=O)c1sccc1NC(=O)CSc1ccccc1NS(=O)(=O)c1ccc(Br)cc1,-3,3,-2,0,16,2,7,17
O=C(NC1=NCCS1)c1ccccc1Br,-1,0,-8,-9,4,-3,-7,6
CCN(CC)C(=O)C1CCCN(C(=S)Nc2cccc3ccccc23)C1 (stereo not drawn),16,3,11,-6,6,-5,11,-288
CCOC(=O)Cc1csc(NC(=O)Cc2ccc(C)cc2)n1,6,2,2,2,1,-4,6,-3
CSc1nnc(-c2cc3c(s2)-c2ccccc2CC3)o1,41,-76,21,25,20,2,26,-439
Cc1nc2ccccc2n1CCOc1ccc(F)cc1,-3,1,-7,-2,-9,-2,-13,18
COc1cc2c(=O)n(Cc3ccco3)c(=O)n(CC(=O)c3ccc(Br)cc3)c2cc1OC,1,-1,-3,-3,15,3,-13,13
Cn1cc(SCC(=O)NCc2ccc3c(c2)OCO3)c2ccccc21,-6,1,0,1,2,-8,-18,12
N#CCCNC(=O)Cn1c(COc2ccc(Cl)cc2)nc2ccccc21,10,-4,-17,-7,-11,2,8,7
Clc1ccc(-c2csc(Nc3ccccc3)[n+]2Cc2ccco2)c(Cl)c1,.,1,10,.,.,8,.,6
CC(=O)Nc1c(-c2ccc(F)cc2)nc2ccccn12,6,-1,11,1,5,-3,2,-257
CC(NC(=O)Cc1ccc(NC2=NC3CS(=O)(=O)CC3S2)cc1)c1ccccc1 (stereo not drawn),12,3,-1,-10,-1,-3,-4,27
COc1ccc2sc(-c3ccc(SC)cc3)c(-c3ccc(O)cc3)c2c1,-12,1,2,4,21,0,-5,-474
COC(=O)N/N=C1\CCCc2c(C)cc(C)cc21,-4,1,2,-7,4,-10,-8,13
CN(Cc1cccc(F)c1)C(=O)C(c1ccccc1)c1ccccc1,.,1,2,.,.,0,.,25
O=C(c1cc(COc2c(F)cccc2F)on1)N1CCc2ccccc2C1,1,-2,-3,1,0,-3,0,22
COc1ccccc1/C=N/NC(=O)CSc1ccc2ccccc2n1,-8,2,119*,-10,18,3,3,0
C#CCOCCOCCOCCNc1nc(N2CCN(C(=O)Cn3cc(CCCCN)nn3)CC2)nc(N2CCN(C(=O)Cn3cc(CCCCN)nn3)CC2)n1,10,2,9,0,11,-5,3,30
O=C(Cc1coc2ccc3ccccc3c12)NCc1ccccc1,-5,-4,-2,0,12,-5,-4,-4

# Quoted at random: 2 entries already listed, in no set order.
SMILES,SENP7 block,SENP1 FRET inh,PfGluPho inh,SENP8 block-1,Apaf-1 inh,HKDC1 inh,SENP6 inh,SENP8 block-2
Clc1ccc(-c2csc(Nc3ccccc3)[n+]2Cc2ccco2)c(Cl)c1,.,1,10,.,.,8,.,6
O=C(Cc1coc2ccc3ccccc3c12)NCc1ccccc1,-5,-4,-2,0,12,-5,-4,-4

# Going on with the list.
SMILES,SENP7 block,SENP1 FRET inh,PfGluPho inh,SENP8 block-1,Apaf-1 inh,HKDC1 inh,SENP6 inh,SENP8 block-2
O=C(NCc1ccc2c(c1)OCO2)c1ccc(-n2cnnn2)cc1,-11,0,-2,-9,4,-7,-7,17
CC1CCCCN1C(=O)c1cc(-c2ccc(Cl)c(Cl)c2)on1 (stereo not drawn),9,1,-4,-10,39,-4,-1,3
N/C(=N\OC(=O)C1CCCCC1)c1cccnc1,-8,0,-14,-13,7,11,-19,12
Cc1[nH]c(=O)[nH]c(=O)c1NC(=O)c1cccs1,6,0,-2,2,-13,-5,5,16

# A draw from above in order of number of heavy atoms, high to low:
SMILES,SENP7 block,SENP1 FRET inh,PfGluPho inh,SENP8 block-1,Apaf-1 inh,HKDC1 inh,SENP6 inh,SENP8 block-2
C#CCOCCOCCOCCNc1nc(N2CCN(C(=O)Cn3cc(CCCCN)nn3)CC2)nc(N2CCN(C(=O)Cn3cc(CCCCN)nn3)CC2)n1,10,2,9,0,11,-5,3,30
CC[C@@]12C(=O)N(c3cccc(Cl)c3)C(=O)N1[C@H](c1cccc(C)c1)[C@@H]1C(=O)N(Cc3ccccc3)C(=O)[C@@H]12,-7,1,19,5,15,3,8,2
COc1cc2c(=O)n(Cc3ccco3)c(=O)n(CC(=O)c3ccc(Br)cc3)c2cc1OC,1,-1,-3,-3,15,3,-13,13
COC(=O)c1sccc1NC(=O)CSc1ccccc1NS(=O)(=O)c1ccc(Br)cc1,-3,3,-2,0,16,2,7,17
CN(C)c1oc(-c2ccccc2Cl)nc1P(=O)(c1ccccc1)c1ccccc1,0,-1,-3,0,30,0,-12,-311
CCOc1ccc(C(=O)CN2CCN(S(=O)(=O)c3ccc(Cl)cc3)CC2)cc1,-5,-5,11,1,13,7,10,8
Cc1ccc(S(=O)(=O)Nc2ccc(-c3nnc(SCC#N)n3C)cc2)cc1,-4,-1,-12,-10,-1,1,-25,16
O=C(c1cccn(Cc2ccc(C(F)(F)F)cc2)c1=O)N1CCOCC1,-6,1,-11,-6,-1,8,1,4
Cn1cc(SCC(=O)NCc2ccc3c(c2)OCO3)c2ccccc21,-6,1,0,1,2,-8,-18,12
CCn1c(SCC(=O)N/N=C/c2ccncc2)nc2ccccc21,2,-2,-6,-2,-4,4,-10,25
O=S(=O)(Cc1cc(Cl)nc(-c2ccncc2)n1)c1ccccc1,-4,1,1,-2,3,3,-9,18
CC1CCCCN1C(=O)c1cc(-c2ccc(Cl)c(Cl)c2)on1 (stereo not drawn),9,1,-4,-10,39,-4,-1,3
Fc1ccc(NC(=S)Nc2cccc3cnccc23)cc1,77*,-2,32,89*,95*,17,98*,-100
CSc1nnc(-c2cc3c(s2)-c2ccccc2CC3)o1,41,-76,21,25,20,2,26,-439
Cc1snc2sc(C(=O)c3ccc(F)cc3)c(N)c12,23,-38,-2,22,-16,-6,40,17
COC(=O)N/N=C1\CCCc2c(C)cc(C)cc21,-4,1,2,-7,4,-10,-8,13
CCCc1nnc(SCC(=O)NC2CC2)n1C,1,-3,-6,5,-5,-5,17,0
O=C(NC1=NCCS1)c1ccccc1Br,-1,0,-8,-9,4,-3,-7,6
